Bim-Bcl-2: human Bim-Bcl-2 interaction inhibition; inhibition, % at 10 µM; P10415; actives 0.06% (n = 190,000); Bead-based flow cytometry, Bim peptide-Bcl-2 binding; in the data active = inhibition above about 40%; inconclusive = no clear call, values can overlap the other calls;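 note: 0% = no compound wells with probe peptide and 100% = reference peptide inhibitor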
GSH bead fluor: GSH bead compound fluorescence profile; GSH beads flow cytometry, compound fluorescence 488/530 nm; stronger effect = higher value; fluorescence (KMESF) at 10 µM; actives 0.25% (n = 190,000); AID 1776; in the data active = fluorescence above about 89;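 note: glutathione beads carrying GST-tagged Bcl family fusion proteins plus one bare bead set; values are compound well signal with DMSO vehicle wells as background; inactives centre near 16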
RGS4-Gao reg: human RGS4-Galphao interaction regulation; actives 0.33% (n = 220,000); binding response (% of control), % at 10 µM; P09471; Multiplexed bead flow cytometry, RGS4-Galphao binding; actives lie on both sides; in the data active = binding response below about 49% or above about 150%; inactive = in between;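 note: fluorescent Galphao activated with aluminum fluoride binding bead-coupled RGS4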
RGS8-Gao reg: modulates binding of RGS8 to human Galphao. P09471. multiplexed bead flow cytometry; actives lie on both sides. response (percent of control binding), % at 10 µM. actives 0.34% (n = 220,000). AID 1423; in the data active = response below about 60% or above about 140%; inactive = in between;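 note: Galphao activated as the GDP aluminium fluoride complex binding bead-coupled RGS8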
Bcl-W Bim block: human Bim-Bcl-W interaction inhibition; Q92843; bead-based flow cytometry, Bim peptide-Bcl-W binding; inhibition, % at 10 µM; actives 0.02% (n = 190,000); AID 952;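 note: 0% = bound tracer without compound and 100% = peptide blocker; higher means less fluorescent Bim peptide bound to Bcl-W beads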
RGS7-Gao: regulators of human RGS7-Galphao interaction; Multiplexed bead flow cytometry, RGS7-Galphao binding; actives lie on both sides; binding response (% of control), % at 10 µM; actives 0.35% (n = 220,000); AID 1439; in the data active = binding response below about 49% or above about 150%; inconclusive = no clear call, values can overlap the other calls; inactive = in between;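 note: fluorescent Galphao held in activated GDP-AlF4 state binding bead-coupled RGS7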
Bim-Bcl-B: inhibitors of Bim-Bcl-B interaction, human; Q9HD36; bead-based flow cytometry, Bim peptide-Bcl-B binding; inhibition, % at 10 µM; actives 0.073% (n = 190,000); AID 951;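 note: 0% = tracer peptide without compound and 100% = reference inhibitor peptide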
Bcl-XL Bim block: disrupts Bim peptide binding to human Bcl-XL | Q07817 | bead flow cytometry, fluorescence | inhibition, % at 10 µM | actives 0.04% (n = 190,000)
Target sequence (Q07817 whole entry, looked up): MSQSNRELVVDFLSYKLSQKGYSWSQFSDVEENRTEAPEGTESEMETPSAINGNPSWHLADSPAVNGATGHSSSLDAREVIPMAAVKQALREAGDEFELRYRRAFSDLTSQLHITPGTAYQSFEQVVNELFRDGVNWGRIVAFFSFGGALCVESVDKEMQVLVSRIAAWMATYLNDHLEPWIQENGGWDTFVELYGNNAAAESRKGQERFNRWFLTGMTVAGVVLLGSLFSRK
ABCB1 inh: inhibitors of human ABCB1 transporter, ABCG2 counter-screen; P08183; CCRF-Adr cells, JC-1 efflux, flow cytometry; inhibition, % at 6.6 µM; actives 0.067% (n = 190,000); AID 1326; in the data active = inhibition above about 40%;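 note: 0% = vehicle and 100% = reference inhibitor; higher value means more JC-1 retained so stronger ABCB1 efflux block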
Bfl-1 Bim block: human Bim-Bfl-1 interaction inhibition | Bead-based flow cytometry, Bim-Bfl-1 binding inhibition | inhibition, % at 10 µM | actives 0.12% (n = 190,000);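 note: 0% = wells without compound plus tracer and 100% = blocker peptide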
ABCG2 block: blocks JC-1 efflux by human ABCG2 transporter; IgMXP3 cells, flow cytometry; inhibition, % at 6.6 µM; actives 0.1% (n = 190,000); AID 1325;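 active = inhibition above 80%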;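 note: 0% = DMSO and 100% = nicardipine control wells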
Target sequence (Q9UNQ0 whole entry, looked up): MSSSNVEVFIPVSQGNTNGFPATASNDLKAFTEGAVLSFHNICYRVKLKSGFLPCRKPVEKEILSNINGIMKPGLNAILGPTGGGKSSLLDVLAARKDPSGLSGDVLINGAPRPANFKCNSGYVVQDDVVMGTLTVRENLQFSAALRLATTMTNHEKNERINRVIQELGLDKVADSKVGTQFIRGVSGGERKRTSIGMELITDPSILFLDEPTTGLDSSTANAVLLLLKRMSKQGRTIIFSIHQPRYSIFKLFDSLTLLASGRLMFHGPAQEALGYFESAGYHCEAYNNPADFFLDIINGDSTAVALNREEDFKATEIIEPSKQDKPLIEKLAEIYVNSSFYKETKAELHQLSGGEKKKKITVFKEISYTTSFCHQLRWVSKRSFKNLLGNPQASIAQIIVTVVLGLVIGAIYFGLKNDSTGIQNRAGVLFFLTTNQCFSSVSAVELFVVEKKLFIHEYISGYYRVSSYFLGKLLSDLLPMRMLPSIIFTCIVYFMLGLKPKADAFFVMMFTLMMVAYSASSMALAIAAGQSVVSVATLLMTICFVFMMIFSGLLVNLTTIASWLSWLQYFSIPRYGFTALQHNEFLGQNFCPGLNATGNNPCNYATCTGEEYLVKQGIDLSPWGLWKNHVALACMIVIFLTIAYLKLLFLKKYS
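Test system: IgMXP3 (ABCG2) plus far-red-tagged CCRF-Adr (ABCB1) cells. Reagent: JC-1 dye as substrate. Timing: 10 min exposure at 25 °C with rotation, no wash. Measured by: flow cytometric JC-1 green MFI at 530 nm. Read-out: percent efflux inhibition, scaled nicardipine 100% to DMSO 0%. Control set: nicardipine and DMSO wells.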
Numbers without * were called inactive; ? = inconclusive; / = no result given; + = active, no number. Cut-off read from the data, not from the text of the source, unless noted: active = inhibition above about 40%.

SMILES	Bim-Bcl-2	GSH bead fluor	RGS4-Gao reg	RGS8-Gao reg	Bcl-W Bim block	RGS7-Gao	Bim-Bcl-B	Bcl-XL Bim block	ABCB1 inh	Bfl-1 Bim block	ABCG2 block
CCC(=O)Nc1cccc(-n2nnnc2SCC(=O)c2ccc(C)c(C)c2)c1	0	10	97	106	-3	92	-5	-9	/	5	7
Cc1cccc(CCNC(=O)COc2cc(=O)n(C)c3ccccc23)c1	-1	13	101	103	-1	102	-5	0	1.0	-3	7
CCn1c(COc2ccc(=O)n(-c3ccccc3)n2)nnc1SCc1ccccc1	-1	14	104	100	0	100	-2	-3	0.9	-3	3
N#CC1=C(S)N(c2ccc(F)cc2)C2(CCCCC2)NC1=O	-2	16	101	100	-1	96	-3	-1	2.4	-2	2
Cc1nc(N2CCOCC2)nc(OCCN2CCOCC2)c1[N+](=O)[O-]	-10	10	99	102	-6	100	-10	-9	0.6	-9	41
COc1ccc(-n2nc(C(=O)N3CCN(Cc4ccc5c(c4)OCO5)CC3)c3ccccc3c2=O)cc1	-6	22	100	100	2	100	-8	-5	14	-11	28
CCOc1cccc(/C(O)=C2/C(=O)C(=O)N(Cc3cccnc3)C2c2ccco2)c1 (stereo not drawn)	-3	7	103	100	1	121	-3	-1	-0.2	-2	0
COc1ccc(/C=N/Nc2cc(C)nc(NS(=O)(=O)c3ccc(C)cc3)n2)cc1	-2	17	103	103	-3	99	-3	-1	0.2	-3	6
CC1Cc2ccccc2N1C1=CC(=O)CCC1 (stereo not drawn)	3	13	97	97	-5	99	2	-3	-0.9	5	1
O=C(c1ccccc1)c1cnc(Nc2ccc(Cl)c(Cl)c2)s1	-1	13	104	101	-2	102	-1	-1	-0.4	1	0
COc1cccc(-n2nnnc2S(C)(=O)=O)c1	-5	34	101	101	-3	103	-10	-10	0.4	-16	19
COCCCNS(=O)(=O)c1ccccc1	-8	14	94	94	0	94	-6	-6	-0.1	-11	-2
COc1ccc(Cc2nc(N)nc(N)n2)cc1	7	21	100	101	1	102	-2	6	0.5	0	0
Cc1cc(NC(=O)c2sc(Nc3cccc(C(F)(F)F)c3)nc2N)no1	0	8	98	102	2	93	0	-1	-0.8	0	-1
N#CC(C#N)=Cc1cccn1-c1ccc(S(N)(=O)=O)cc1	1	26	89	84	2	92	5	0	0.3	1	2
O=c1[nH]c(N/N=C/c2ccccc2Br)nnc1-c1ccccc1	-1	9	102	101	-7	99	-13	-9	-3.9	-3	-5
Cc1ccccc1C(=O)N1CCN(c2ccc(NC(=O)CSc3ccc(Cl)cc3)cc2)CC1	-2	24	100	102	1	99	-11	-7	0.0	-8	2
CCOC(=O)c1c(/N=C/c2ccccc2O)sc2c1CCC2	0	10	105	102	4	105	-2	-1	0.1	9	10
Nc1ccc2c(c1)Cc1cc([N+](=O)[O-])ccc1-2	-1	12	99	101	2	?	-5	0	1.0	0	14
CC1CCN(C(=O)CSc2nc3ccccc3c(=O)n2Cc2ccc3c(c2)OCO3)CC1	-1	29	102	102	-3	99	-1	-2	3.1	-1	1
COc1cc(OC)cc(C(=O)N[C@H](C(=O)OCC(=O)Nc2cccc(F)c2)C(C)C)c1	-8	12	97	100	-2	98	-2	-5	14	-3	26
c1ccc2c(C3=NNC(=NC4CC4)SC3)c[nH]c2c1	3	7	98	103	0	96	-4	0	-0.7	5	-4
Cc1cc(NC(=O)COC(=O)c2ccc(F)c(S(=O)(=O)N3CCOCC3)c2)no1	-11	17	104	104	-2	106	-10	-7	0.5	-10	1
CCOc1ccc(CN=C(N)N=C(N)N)cc1Cl	4	32	98	97	-5	98	-3	-5	0.7	6	7
CCCCCCCCOC(=O)c1nc(Cl)c(Cl)c(N)c1Cl	-19	14	97	99	-5	98	-16	-11	0.0	-9	9
O=C(CCC1CCCN(C(=O)C2=CCCC2)C1)N1CCN(c2ccccn2)CC1 (stereo not drawn)	7	12	105	97	0	106	3	1	1.9	6	3
CN(C)S(=O)(=O)c1cccc(NC(=O)c2cc3ccccc3o2)c1	-4	14	100	100	3	97	-7	-2	9.2	-3	42
CC1CC(CCC(=O)NC(=S)Nc2ccc(Cl)cn2)C(=O)O1 (stereo not drawn)	-1	17	105	103	1	103	1	0	0.2	-3	2
COc1cc2[nH]c(=S)n(NC(=O)CC(C)C)c(=O)c2cc1OC	-13	33	101	98	-1	100	-14	-19	0.5	-15	3
COc1ccc(NCc2nnc(SCC(=O)Nc3ccc(OC)cc3OC)o2)cc1	-4	23	109	118	-3	123	-6	-6	0.8	-15	2

Seven records picked at random from the list so far:
SMILES	Bim-Bcl-2	GSH bead fluor	RGS4-Gao reg	RGS8-Gao reg	Bcl-W Bim block	RGS7-Gao	Bim-Bcl-B	Bcl-XL Bim block	ABCB1 inh	Bfl-1 Bim block	ABCG2 block
Nc1ccc2c(c1)Cc1cc([N+](=O)[O-])ccc1-2	-1	12	99	101	2	?	-5	0	1.0	0	14
CCOC(=O)c1c(/N=C/c2ccccc2O)sc2c1CCC2	0	10	105	102	4	105	-2	-1	0.1	9	10
COc1cc(OC)cc(C(=O)N[C@H](C(=O)OCC(=O)Nc2cccc(F)c2)C(C)C)c1	-8	12	97	100	-2	98	-2	-5	14	-3	26
Cc1cc(NC(=O)COC(=O)c2ccc(F)c(S(=O)(=O)N3CCOCC3)c2)no1	-11	17	104	104	-2	106	-10	-7	0.5	-10	1
O=c1[nH]c(N/N=C/c2ccccc2Br)nnc1-c1ccccc1	-1	9	102	101	-7	99	-13	-9	-3.9	-3	-5
CC1CC(CCC(=O)NC(=S)Nc2ccc(Cl)cn2)C(=O)O1 (stereo not drawn)	-1	17	105	103	1	103	1	0	0.2	-3	2
CCCCCCCCOC(=O)c1nc(Cl)c(Cl)c(N)c1Cl	-19	14	97	99	-5	98	-16	-11	0.0	-9	9

Further results
SMILES	Bim-Bcl-2	GSH bead fluor	RGS4-Gao reg	RGS8-Gao reg	Bcl-W Bim block	RGS7-Gao	Bim-Bcl-B	Bcl-XL Bim block	ABCB1 inh	Bfl-1 Bim block	ABCG2 block
COc1ccc(CN2CC(C(=O)NCCCN3CCCCCC3)CC2=O)cc1 (stereo not drawn)	-9	36	107	103	2	108	-2	0	0.5	-7	1
Cc1c(CN2CCC(CO)(CC3CCCCO3)CC2)cnn1C (stereo not drawn)	-1	18	103	105	0	105	-1	0	0.1	-3	2
CN(C)c1ccnc(-n2cccc2/C=N/OCc2cccc(F)c2)c1C#N	-9	56	96	99	3	95	-4	0	0.2	-13	2
O=C(Nc1ccon1)c1cccc(S(=O)(=O)N2CCCCC2)c1	-4	14	100	102	0	98	-1	2	0.1	-2	5
CS(=O)(=O)c1ccc2nc(NC(=O)CN3CCN(Cc4ccccc4)CC3)sc2c1	0	15	104	101	-3	101	-2	-5	0.5	-2	2
Cn1ncc(Cl)c1C(=O)N1CCOCC1	-2	13	102	98	0	96	0	0	1.1	0	6
COc1ccc2cc(C(=O)C3CCCN(C(=O)c4cc(=O)n(C)c(=O)n4C)C3)ccc2c1 (stereo not drawn)	-1	10	101	99	0	100	-3	-2	1.1	-5	4
CCc1nn(CC(=O)NCCCN2CCc3ccccc3C2)c(=O)c2cc3sccc3n12	-3	11	102	102	0	100	-3	-1	0.4	-8	2
O=C(CCn1c(=O)oc2ccccc21)NCCCN1CCCC1=O	-2	15	98	101	1	100	-1	-1	0.0	-7	0
CC(C)CSC1=NSC2=NC(=O)/C(=C\c3coc4ccccc4c3=O)C(=N)N12	?	70	89	92	/	86	/	/	134*	/	+
COc1ccc(N(CC(=O)NCCC2=CCCCC2)S(=O)(=O)c2ccc(C)cc2)cc1OC	1	11	97	98	1	94	0	0	1.8	4	2
CCOC(=O)C(NCCCO)c1ccccc1 (stereo not drawn)	-8	43	/	/	4	/	-7	-1	-0.1	-8	0
CC(=O)OC1CCC(OC(C)=O)c2c1n([O-])c(C)c(C)[n+]2=O (stereo not drawn)	4	6	96	97	0	97	0	3	0.2	1	0
CCOC(=O)Cc1csc(SCn2nnc3ccccc3c2=O)n1	-9	22	93	81	-2	95	-11	-11	-0.5	-14	1
O=S(=O)(c1ccc(Br)s1)N1CCN(c2ncccn2)CC1	-2	6	101	102	-2	101	-1	-2	0.7	0	2
COc1cc(/C=N/n2cnnc2)ccc1OS(=O)(=O)c1ccccc1[N+](=O)[O-]	3	5	95	88	3	100	-12	3	0.3	3	14
Cc1nc(SCC#N)c2c(C)c(C)sc2n1	-3	22	103	106	-1	105	-7	-1	1.6	-1	13
COc1cc(NC(=O)C2CCC(CNc3c(N4CCC(C)CC4)c(=O)c3=O)CC2)cc(OC)c1 (stereo not drawn)	2	21	107	116	-4	106	-5	1	0.3	0	1
COC(=O)c1nc2n(n1)C(c1ccccc1OC)C1=C(CCCC1=O)N2 (stereo not drawn)	-6	27	105	102	1	105	-4	2	0.1	-8	0
CCOC(=O)N1CCN(S(=O)(=O)c2ccc(C)cc2)C1c1ccccc1 (stereo not drawn)	-2	9	104	106	-1	105	-1	2	-0.3	3	-1
Cc1ccc(S(=O)(=O)Nc2cc(C)nn2-c2ccccc2)cc1	-31	21	105	106	0	104	0	-1	0.2	0	0
O=C(O)c1cc(S(=O)(=O)N2CCOCC2)ccc1N1CCOCC1	-1	17	99	101	4	101	-5	0	0.1	-3	0
O=C(O/N=C(\c1ccccc1)c1ccncc1)c1ccccc1F	-3	9	103	101	-2	102	-1	-4	-0.7	-7	-2
CSc1nc(-c2ccccc2)nn1C(=O)c1ccc(C)cc1	-5	23	103	99	8	104	-8	0	0.1	-8	2
Cc1cc(Cl)ccc1Oc1ccccc1C(=O)CC#N	-8	11	100	104	-4	101	-5	-5	-0.9	-10	-2
Cc1cccc2cc(C#N)c(NCCNC(=S)NCCCN3CCOCC3)nc12	-5	17	104	105	-6	105	-4	-7	1.2	-5	9
O=c1c(-c2ccco2)[n+]([O-])c2ccccc2n1OCc1ccccc1F	-4	18	101	100	-1	102	-2	-2	1.9	4	14
CCN(CC)CC#CCC(O)(c1ccccc1)C1CCCC1 (stereo not drawn)	-9	24	103	102	-7	104	-5	-8	0.1	-7	-1
